# Screening data as filed in PubChem BioAssay.
# SENP8 block-1: SENP8 protease inhibitors, primary screen, biochemical, luminescence | Sentrin-specific protease 8 (Homo sapiens), Q96LD8 | purified SENP8, Z-RLRGG-aminoluciferin cleavage | inhibition, % at 10 µM | 330,000 tested, 1.2% active | AID 2540, 2010; in the data active = inhibition above about 50%
# Target sequence (Q96LD8 whole entry, looked up): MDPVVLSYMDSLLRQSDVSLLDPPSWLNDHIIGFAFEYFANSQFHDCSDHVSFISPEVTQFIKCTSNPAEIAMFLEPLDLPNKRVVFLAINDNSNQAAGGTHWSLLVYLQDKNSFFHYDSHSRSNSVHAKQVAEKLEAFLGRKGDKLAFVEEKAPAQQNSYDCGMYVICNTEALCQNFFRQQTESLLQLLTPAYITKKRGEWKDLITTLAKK
# SENP6 inh: SENP6 protease inhibitors, primary screen, biochemical, luminescence, uHTS. inhibition, % at 10 µM. 330,000 tested, 1.8% active. Recombinant SENP6 catalytic domain, aminoluciferin luminescence. AID 2599, 2010;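 active = inhibition above about 50% at the single tested dose, limit read from the data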;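 also: plate controls were DMSO wells with enzyme for no effect and DMSO wells lacking enzyme for full effect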
# Apaf-1 inh: inhibitors of human Apaf-1 apoptosome, primary screen, biochemical, DEVD-Rh110 fluorescence, uHTS; inhibition, % at 20 µM; AID 489030, 2010; reconstituted apoptosome caspase-3 activity; Apoptotic protease-activating factor 1 (Homo sapiens), O14727; 330,000 tested, 0.71% active; active = inhibition of at least 40% at 20 µM;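 also: plate controls were DMSO wells for no effect and DEVD-CHO caspase inhibitor wells for full effect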
#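 Material: cell-free apoptosome with Apaf-1, procaspase-3 and caspase-9; Buffer or medium: Hepes pH 7.5 with detergent and BSA; Reagent: cytochrome c trigger plus (Z-DEVD)2-Rh110 caspase-3 substrate; Times: compound with Apaf-1, dATP, procaspase-3 30 min, then 50 min reaction, room temperature; Technique: Rh110 fluorescence intensity.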
# HKDC1 inh: HKDC1 hexokinase inhibitors, primary screen, biochemical, fluorescence, uHTS; recombinant HKDC1, G6PDH/diaphorase resazurin coupled fluorescence; inhibition, % at 20 µM; 340,000 tested, 0.16% active; AID 493160, 2011;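 active = inhibition above about 35% when tested at 20 µM, limit read from the data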;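 also: plate controls were DMSO wells with enzyme for no effect and DMSO wells lacking enzyme for full effect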
#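 System: Recombinant HKDC1 hexokinase | Amount: HKDC1 at 5 µg/mL | Reagent: Glucose with 1 mM ATP | Doses: Single 20 µM dose | Incubation: Reaction time 90 min, room temperature, protected from light | Signal: Coupled resazurin fluorescence, excitation 525 nm, emission 613 nm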
# SENP1 FRET inh: human SENP1 catalytic domain inhibitors, primary screen, biochemical, FRET, uHTS. Sentrin-specific protease 1 (Homo sapiens), Q9P0U3. recombinant SENP1 catalytic domain, CyPet-SUMO1-YPet FRET cleavage. inhibition, % at 10 µM. 360,000 tested, 0.21% active;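 active = inhibition at least 30% at 10 µM, raw YFP signal under a set limit, fluorescence ratio 0.5 to 1.5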;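 also: 0% = enzyme with DMSO and 100% = no enzyme wells; some results filed as inactive read as strong as hits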
# Target sequence (Q9P0U3 419-644 limits assumed): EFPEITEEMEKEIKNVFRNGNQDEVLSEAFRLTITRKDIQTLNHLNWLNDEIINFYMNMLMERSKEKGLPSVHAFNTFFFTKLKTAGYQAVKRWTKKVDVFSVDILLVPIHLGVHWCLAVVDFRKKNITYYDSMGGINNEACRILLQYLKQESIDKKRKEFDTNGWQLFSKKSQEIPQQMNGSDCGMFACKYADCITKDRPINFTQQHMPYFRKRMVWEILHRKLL
#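 Assay system: hSENP1 catalytic domain, recombinant. Amount: SENP1 enzyme, 20 pM final. Schedule: 50 min reaction, RT, dark. Technique: FRET, CFP and YFP emission. Control set: no-enzyme wells low, DMSO-plus-enzyme wells high control.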
# NALP3 yeast inh: NALP3 inflammasome inhibitors in reconstituted yeast, primary screen, luminescence, uHTS; 330,000 tested, 0.39% active; Yeast reconstituted NLRP3/ASC/caspase-1, beta-gal luminescence, 24 h; inhibition, % at 10 µM;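 active = inhibition of 50% or more; inactive = inhibition below 50%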;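 also: plate controls were induced DMSO wells for no effect and uninduced yeast grown without galactose for full effect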
# SENP8 block-2: human SENP8 protease inhibitors, primary screen, biochemical, fluorescence, Nedd8 protein substrate, uHTS; Sentrin-specific protease 8 (Homo sapiens), Q96LD8; recombinant SENP8; inhibition, % at 20 µM; 360,000 tested, 0.64% active; AID 602440, 2012; in the data active = inhibition mostly above about 40%, no sharp cut-off; inactive = mostly below about 27%
# SENP7 block: SENP7 protease inhibitors, primary screen, biochemical, luminescence, uHTS. Sentrin-specific protease 7 (Homo sapiens), Q9BQF6. recombinant SENP7, Z-RLRGG-aminoluciferin luminescence, 40 min. inhibition, % at 5 µM. 330,000 tested, 1.5% active;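 active = inhibition above about 50% at the single test dose, limit read from the data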;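 also: plate controls were DMSO with enzyme for no effect and no enzyme buffer wells for full effect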
# Target sequence (Q9BQF6 706-1050 limits assumed): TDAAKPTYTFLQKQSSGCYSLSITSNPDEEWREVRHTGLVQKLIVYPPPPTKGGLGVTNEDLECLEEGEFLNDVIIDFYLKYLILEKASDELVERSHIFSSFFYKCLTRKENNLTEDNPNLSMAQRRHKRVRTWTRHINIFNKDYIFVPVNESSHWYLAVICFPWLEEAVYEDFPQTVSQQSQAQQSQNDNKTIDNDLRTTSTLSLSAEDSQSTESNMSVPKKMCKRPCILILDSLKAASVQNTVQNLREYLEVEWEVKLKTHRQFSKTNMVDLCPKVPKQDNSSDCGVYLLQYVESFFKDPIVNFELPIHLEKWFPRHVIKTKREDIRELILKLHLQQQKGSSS
# PfG6PD inh: PfG6PD enzyme inhibitors, primary screen, biochemical, fluorescence intensity, uHTS | inhibition, % at 20 µM | AID 504690, 2011 | glucose-6-phosphate dehydrogenase-6-phosphogluconolactonase (Plasmodium falciparum 3D7) | 350,000 tested, 0.78% active | PfGluPho enzyme, NADPH resazurin-diaphorase fluorescence;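 active = inhibition reaching at least a set limit at 20 µM in the primary screen, cut at about 59% in these data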;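 also: 0% = DMSO wells with substrate and 100% = DMSO wells lacking glucose-6-phosphate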
# Starred values were filed as active, the others as inactive; . = not tested or not shown.
Compound	HKDC1 inh	PfG6PD inh	SENP8 block-1	SENP6 inh	SENP1 FRET inh	SENP8 block-2	SENP7 block	NALP3 yeast inh	Apaf-1 inh
O=C(Cc1ccc(F)cc1)N1CCN=C1SCc1ccc([N+](=O)[O-])cc1	-7.8	9.7	-0.6	-10.6	3.2	19.4	2.3	5.6	0.0
CC(=O)NS(=O)(=O)c1ccc(NC(=S)NC(=O)Cc2ccccc2)cc1	-5.7	-6.0	-7.8	-10.3	1.1	1.2	-6.3	7.5	-6.5
COc1cccc(C(=O)NCCCNC(=O)c2ccco2)c1	-3.8	-13.7	1.6	-13.3	-0.3	16.3	1.8	4.1	1.5
CCc1ccc(CNC(=O)C2CCCN(S(=O)(=O)N3CC(C)CC(C)C3)C2)cc1 (stereo not given)	-1.1	-16.8	2.6	4.3	0.8	14.0	-0.6	5.0	11.0
Cc1cccc(-c2nc(Nc3ccc(O)cc3)c3ccccc3n2)c1	7.7	24.7	-4.4	-2.5	4.7	-31.4	1.9	29.7	11.5
CCN(CC)CCN1C(=O)C(=O)/C(=C(/O)c2ccc(OC)c(OC)c2)C1c1ccccn1 (stereo not given)	-4.8	4.3	-0.6	3.3	-32.1	7.9	10.8	1.2	3.4
Cc1ccc2nc(-c3ccc4c(c3)NC(=O)CO4)cn2c1	-1.8	104.0*	-6.1	-13.1	-3.9	-198.7	1.3	0.0	-3.9
Cc1cc2[nH]c(=O)c(=O)[nH]c2cc1S(=O)(=O)NC1CCC(C)CC1 (stereo not given)	3.9	-8.7	-6.7	-13.3	0.4	-318.5	-1.4	11.1	3.1
O=C(N/N=C/c1sc(=O)n(-c2ccccc2)c1Cl)c1ccncc1	-10.0	5.5	-1.3	-5.0	-3.9	-38.8	7.7	13.5	-2.7
Cn1cccc1Cc1nnc(SCC(=O)NC2CCCC2)n1-c1ccc(F)cc1	-5.7	7.5	-0.5	-3.8	-2.4	-1.7	1.4	-4.3	2.1

# Filtered by structure, the entries above with a carbonyl joined to an NH by a bond outside any ring (5)
Compound	HKDC1 inh	PfG6PD inh	SENP8 block-1	SENP6 inh	SENP1 FRET inh	SENP8 block-2	SENP7 block	NALP3 yeast inh	Apaf-1 inh
CC(=O)NS(=O)(=O)c1ccc(NC(=S)NC(=O)Cc2ccccc2)cc1	-5.7	-6.0	-7.8	-10.3	1.1	1.2	-6.3	7.5	-6.5
COc1cccc(C(=O)NCCCNC(=O)c2ccco2)c1	-3.8	-13.7	1.6	-13.3	-0.3	16.3	1.8	4.1	1.5
CCc1ccc(CNC(=O)C2CCCN(S(=O)(=O)N3CC(C)CC(C)C3)C2)cc1 (stereo not given)	-1.1	-16.8	2.6	4.3	0.8	14.0	-0.6	5.0	11.0
O=C(N/N=C/c1sc(=O)n(-c2ccccc2)c1Cl)c1ccncc1	-10.0	5.5	-1.3	-5.0	-3.9	-38.8	7.7	13.5	-2.7
Cn1cccc1Cc1nnc(SCC(=O)NC2CCCC2)n1-c1ccc(F)cc1	-5.7	7.5	-0.5	-3.8	-2.4	-1.7	1.4	-4.3	2.1

# Continuation.
Compound	HKDC1 inh	PfG6PD inh	SENP8 block-1	SENP6 inh	SENP1 FRET inh	SENP8 block-2	SENP7 block	NALP3 yeast inh	Apaf-1 inh
N=C1S/C(=C\c2cn[nH]c2-c2ccc(F)cc2)C(=O)N1c1ccccc1F	-6.0	-30.7	-15.5	-3.3	1.8	-9.8	-1.0	-2.8	9.9
O=C(CN1C(=O)COc2ccccc21)N(Cc1cccnc1)Cc1ccccc1F	-8.7	-5.1	-6.0	-21.9	-0.3	23.2	10.8	16.2	4.0
O=C(c1sccc1-n1cccc1)N1CCCC1	-6.1	-4.8	-2.1	-17.6	1.5	20.4	-7.8	6.3	6.0
COc1ccccc1CNS(=O)(=O)c1ccc(-c2cnc(C3CC3)o2)cc1	-2.2	-0.4	-3.5	-14.7	1.1	-36.8	-20.1	12.0	28.4
N=C1/C(=C\c2coc3ccc(O)cc3c2=O)C(=O)N=C2SC=CN12	17.0	2.5	2.5	-2.9	-34.9	-92.8	1.5	6.7	-17.4
CN(Cc1ccccn1)C(=O)CC1C(=O)NCCN1Cc1ccc(F)cc1Cl (stereo not given)	-3.4	-4.9	8.1	-16.1	-10.2	-36.4	10.8	8.4	-10.8
COc1ccc(-n2c(C)cc(=O)c3c2CC(C)(C)CC3=O)cc1	4.5	14.1	0.9	-2.2	-2.1	33.7	-0.6	-2.7	-8.2
CCOC(=O)C/C(C)=N/NC(=O)c1cccs1	-1.3	-3.8	4.1	-29.6	1.3	15.1	1.5	4.9	-4.7
O=C(NCCNC(=O)C(F)(F)F)c1ccncc1	-6.4	-12.6	3.2	-2.2	0.0	17.6	9.5	-3.5	-3.1
Cc1ccc(NC(=O)c2cc(N3C(=O)C=CC3=O)ccc2N2CCOCC2)cc1	-8.3	80.0*	.	.	-4.3	0.6	.	.	.
CCN(CC)c1ccc(NC(=O)CCCOc2cccc(C)c2)cc1	-3.7	22.6	1.4	9.3	1.7	7.7	3.2	27.8	27.1
CC(Oc1ccc2c(-c3ccccc3)cc(=O)oc2c1)C(=O)N[C@H](Cc1c[nH]c2ccccc12)C(=O)O (stereo not given in full)	-3.1	-21.3	-6.0	6.9	-11.9	1.3	-2.7	7.3	13.5
CCc1ccc(CN(C)C(=O)c2ccc3c(=O)n4c(nc3c2)CCC4)cc1	-8.7	7.8	0.9	-0.3	-2.3	-46.1	1.2	-1.7	10.3
Cc1cc(C(=O)NC2CCCc3ccccc32)ccc1[N+](=O)[O-] (stereo not given)	2.2	28.2	-2.5	-28.0	1.0	15.2	4.2	25.4	3.6
O=S(=O)(NCc1cccs1)c1ccc(Cl)s1	-4.6	-0.4	-2.2	-4.8	-5.9	6.9	2.2	16.0	16.5
O=C(NCc1cccs1)C1CCCN1S(=O)(=O)c1ccccc1F (stereo not given)	0.8	8.0	-9.7	-5.3	0.5	0.8	-6.5	4.1	1.4
COc1ccc(-c2nsc3c(N4CCN(C(=O)c5ccco5)CC4)ncnc23)cc1	6.6	14.2	5.8	6.8	-1.4	-299.7	9.1	7.3	22.2
O=C(COC(=O)c1cc(S(=O)(=O)N2CCCCC2)ccc1N1CCOCC1)NCCc1ccc(F)cc1	9.9	-20.4	-1.7	-4.9	1.4	-1.9	1.0	22.0	0.2
CCOc1ccccc1C(c1c(O)nc(SC)[nH]c1=O)c1c(O)nc(SC)[nH]c1=O	0.5	-14.4	-3.4	2.6	2.7	5.1	1.4	-0.6	4.2
COc1ccccc1NC(=O)Oc1cccc(OC(=O)c2ccccc2)c1	-0.3	17.9	-20.4	-40.4	1.1	25.2	-13.4	-8.5	3.9

# Ordered by length of the SMILES (lowest first): part of the list above
Compound	HKDC1 inh	PfG6PD inh	SENP8 block-1	SENP6 inh	SENP1 FRET inh	SENP8 block-2	SENP7 block	NALP3 yeast inh	Apaf-1 inh
CCN(CC)c1ccc(NC(=O)CCCOc2cccc(C)c2)cc1	-3.7	22.6	1.4	9.3	1.7	7.7	3.2	27.8	27.1
CCOc1ccccc1C(c1c(O)nc(SC)[nH]c1=O)c1c(O)nc(SC)[nH]c1=O	0.5	-14.4	-3.4	2.6	2.7	5.1	1.4	-0.6	4.2
O=C(COC(=O)c1cc(S(=O)(=O)N2CCCCC2)ccc1N1CCOCC1)NCCc1ccc(F)cc1	9.9	-20.4	-1.7	-4.9	1.4	-1.9	1.0	22.0	0.2

# Additional structures
Compound	HKDC1 inh	PfG6PD inh	SENP8 block-1	SENP6 inh	SENP1 FRET inh	SENP8 block-2	SENP7 block	NALP3 yeast inh	Apaf-1 inh
COc1cccc(N(CC(=O)NC2CCCCC2)C(=O)c2snc(C(N)=O)c2N)c1	-5.3	-11.7	-7.5	-5.0	-8.1	-245.5	-3.7	2.0	-3.9
CCOC(=O)/C(=C/C=C/c1ccccc1)NC(=O)c1ccccc1	-6.0	1.1	-6.9	-10.8	0.1	-31.5	-0.5	4.9	-3.6
C#CCOCCOCCOCCNc1nc(N2CCN(C(=O)Cn3cc(CCCN=C(N)N)nn3)CC2)nc(N2CCN(C(=O)[C@H](C)n3cc(CCCN=C(N)N)nn3)CC2)n1	-0.7	-0.1	-13.0	-18.1	1.8	17.2	-6.5	5.9	3.7
COc1ccc(Cn2ccc(=O)c(Cc3c(Cl)cccc3Cl)c2C)cc1	-6.2	-12.8	0.3	-2.7	-0.6	19.7	-2.2	6.9	4.6
NC(CCCCCP(=O)(c1ccccc1)c1ccccc1)C(=O)O (stereo not given)	4.4	-1.0	-2.0	3.4	.	.	4.9	6.0	1.9
CCN(C(=O)c1ccc2c(OC)n(CC)nc2c1)c1ccc(OC)cc1	-3.0	-1.1	-10.4	-22.8	1.0	-471.4	-12.1	-0.2	3.5
COc1ccc(OC)c(C2C(C(=O)c3cccs3)=C(O)C(=O)N2CCN2CCOCC2)c1 (stereo not given)	-6.2	-1.7	-6.4	-5.9	-2.2	7.3	-1.7	0.1	3.4
Cc1ccc(C(=O)OC(C)CN2CCOCC2)cc1 (stereo not given)	-7.7	13.8	-1.8	1.7	2.1	10.9	2.4	4.2	3.8
O=C(Nc1ccc(-c2csnn2)cc1)C1CC1	-2.2	22.5	-4.0	-1.2	-1.1	8.2	8.8	26.5	-14.7
O=C1CC2(CCN(C(=O)COc3ccccc3F)CC2)Oc2ccccc21	-0.8	-0.2	0.4	-5.7	-0.1	-41.5	1.9	12.2	10.4
Cn1cnc2cc(NC(=O)c3cccs3)ccc21	2.9	2.6	-9.2	-17.2	0.0	23.1	-6.2	21.1	-1.7
COc1cc(/C=N/NC(=O)c2cc(-c3ccc4c(c3)OCO4)n[nH]2)ccc1O	12.7	22.5	3.3	-0.9	1.2	-125.3	0.8	-3.8	4.7
O=C(NNC(=O)C1CCC1)c1ccc(Cl)cc1	-5.5	-7.3	5.4	7.6	2.2	12.3	-1.6	10.2	0.0
N=c1c(S(=O)(=O)c2ccc(Br)cc2)cc2c(=O)n3ccccc3nc2n1Cc1ccco1	11.2	20.5	2.7	10.8	-28.0	-401.9	0.1	19.4	12.5
CC(NC(=O)CC(O)(C(F)(F)F)C(F)(F)F)c1ccccc1 (stereo not given)	12.6	-3.3	-0.8	7.8	2.9	19.8	6.2	-5.4	-17.4
CN(Cc1cccc(Cl)c1Cl)C(=O)c1ccc(NC(=O)CC#N)cc1	-11.2	24.8	-2.4	-14.0	-4.3	-6.6	1.9	16.4	17.5
CCOC(=O)Cn1c(=O)n(C2CCCC2)c(=O)c2ccccc21	-3.7	7.6	0.3	-7.7	1.1	5.0	-2.5	11.3	-11.4
CC(C)OC(=O)c1ccc(NC(=O)c2ccco2)cc1	-3.3	-0.4	-3.8	6.8	2.4	33.1	3.1	30.5	-5.6
